# L3MBTL1 block – blocks human L3MBTL1 | Q9Y468 | AlphaScreen L3MBTL1–H3K9me1 peptide binding | Potency, µM (top dose mostly 57.1 µM), without a hit: top-dose activity, negative = inhibition, most hits filed as inhibitors | 230,000 compounds, 0.66% hits | AID 485360; active = well fitted inhibition curve with a large enough effect; also: nearly all actives have a fitted effect of over 60% in size
# Target sequence (Q9Y468 whole entry, looked up): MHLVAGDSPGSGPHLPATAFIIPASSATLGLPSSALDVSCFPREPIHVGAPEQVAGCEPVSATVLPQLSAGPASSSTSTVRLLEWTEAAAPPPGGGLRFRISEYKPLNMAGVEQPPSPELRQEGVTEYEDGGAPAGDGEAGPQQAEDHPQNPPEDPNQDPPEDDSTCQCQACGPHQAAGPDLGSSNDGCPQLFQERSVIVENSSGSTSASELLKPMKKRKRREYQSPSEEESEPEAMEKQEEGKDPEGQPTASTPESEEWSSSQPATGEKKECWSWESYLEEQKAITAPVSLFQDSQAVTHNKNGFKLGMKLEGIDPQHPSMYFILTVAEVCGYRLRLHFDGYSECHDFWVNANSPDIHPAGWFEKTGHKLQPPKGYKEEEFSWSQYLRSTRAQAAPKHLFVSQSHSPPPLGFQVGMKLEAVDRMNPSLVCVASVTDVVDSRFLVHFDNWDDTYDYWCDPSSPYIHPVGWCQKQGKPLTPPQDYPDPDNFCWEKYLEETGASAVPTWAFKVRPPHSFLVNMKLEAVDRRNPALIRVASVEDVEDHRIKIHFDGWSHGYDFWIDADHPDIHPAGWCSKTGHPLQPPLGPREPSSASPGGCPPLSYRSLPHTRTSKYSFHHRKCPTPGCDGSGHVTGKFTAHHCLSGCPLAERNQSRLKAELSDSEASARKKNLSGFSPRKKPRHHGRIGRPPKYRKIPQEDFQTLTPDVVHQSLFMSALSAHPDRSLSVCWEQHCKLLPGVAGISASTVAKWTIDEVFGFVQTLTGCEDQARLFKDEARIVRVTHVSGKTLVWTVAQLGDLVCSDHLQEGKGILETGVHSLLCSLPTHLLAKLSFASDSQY
#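 L3MBTL1 50 nM + b-AHA-H3(1-15)K9me1 75 nM, 30 min RT; compound added, 30 min RT; streptavidin donor/Ni-chelate acceptor beads 10 ug/mL each final, 30 min RT dark; AlphaScreen read.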
# Starred values were filed as active, the others as inactive; & = joins results of further samples; [ ] = another dose, or the depositor's remark. % is scaled to controls: 0 for no effect and ±100 for the full control effect; potency is read from the fitted curve at half-maximal effect.
L3MBTL1 block	Structure
-9%	CCN1CCN(c2ccc(NC(=O)c3cccc(S(=O)(=O)N4CCCC4)c3)cc2)CC1
25%	C[C@H](CO)N1C[C@H](C)[C@@H](CN(C)S(=O)(=O)c2cccs2)Oc2c(NC(=O)Cc3ccccc3)cccc2C1=O
-1%	COC(=O)C1=C(C)NC(=O)NC1c1ccc2ccccc2c1 (stereo not drawn)
-4%	CCN1CCN(CCCNC(=O)CCC(=O)N2CCOc3ccc(Cl)cc32)CC1
4%	O=S(=O)(c1ccc2c(c1)CCN2)N1CCCC1
15%	COc1cccc(NC(=O)C2CCCC2)c1
-4%	CCN(CC)S(=O)(=O)c1ccc(/C=C/C(=O)OCC(=O)NCc2cccs2)cc1
7%	Nc1ccc(C(=O)OCCc2ccccc2)cc1
3%	COc1ccc(-c2sc3cc4c(cc3c2C#CC2(O)CCCCC2)OCO4)cc1
-1%	CS(=O)(=O)c1ccc(NC(=O)C2CCCN(C(=O)c3ccc(Cl)cc3)C2)cc1 (stereo not drawn)

# Some values from above.
# Value of CS(=O)(=O)c1ccc(NC(=O)C2CCCN(C(=O)c3ccc(Cl)cc3)C2)cc1 (stereo not drawn) in L3MBTL1 block: -1%
# Value of COC(=O)C1=C(C)NC(=O)NC1c1ccc2ccccc2c1 (stereo not drawn) in L3MBTL1 block: -1%
# Value of CCN1CCN(c2ccc(NC(=O)c3cccc(S(=O)(=O)N4CCCC4)c3)cc2)CC1 in L3MBTL1 block: -9%
# Value of O=S(=O)(c1ccc2c(c1)CCN2)N1CCCC1 in L3MBTL1 block: 4%

# Filtered by structure: the compounds so far with an aryl methoxy group
L3MBTL1 block	Structure
15%	COc1cccc(NC(=O)C2CCCC2)c1
3%	COc1ccc(-c2sc3cc4c(cc3c2C#CC2(O)CCCCC2)OCO4)cc1

# New compounds follow.
L3MBTL1 block	Structure
5%	O=[N+]([O-])c1ccccc1S(=O)(=O)Nc1ccc(S(=O)(=O)N2CCCC2)cc1
-1%	COc1cccc(NC(=O)CN(C)C(=O)Cc2cccc3ccccc23)c1
2%	CSc1ccc(S(=O)(=O)Nc2c(C)n(C)n(-c3ccccc3)c2=O)cc1
-3%	CCS(=O)(=O)N1CCC(NC(=O)C(Cc2cc(OC)ccc2OC)NC(C)=O)CC1 (stereo not drawn)
38%[activator]	Cc1cc(NC(=O)COC(=O)c2c(Cl)cccc2Cl)no1
-1%	CC(=O)c1cccc(NC(=O)COC(=O)Cn2cnc3ccccc32)c1
12%	OCCOc1ccc(CN2CCN(CCCc3ccccc3)C(CCO)C2)cc1 (stereo not drawn)
2%	C=CC[C@@H](CC(=O)N(CCO)Cc1ccccc1)C(=O)N[C@@H](C)COC(=O)[C@@H](CC=C)Cc1ccc(F)cc1
1%	Cc1ccc2nc(-c3ccccc3)cc(C(=O)NNC(=O)c3csc(N4CCOCC4)n3)c2c1
-1%	CCCn1c(N)c(C(=O)COC(=O)CNC(=O)c2ccccc2OCC)c(=O)[nH]c1=O
-5%	C[C@]12c3[nH]c4ccc(Cl)cc4c3CCN1C(=O)[C@@H](CC(=O)NCc1ccco1)C[C@@H]2C(=O)N1CCCCC1
-4%	O=C(Nc1ccc(Cl)cc1)c1ccc2c(=O)n3c(nc2c1)CCCCC3
-5%	N#CC1=C(N)OC2=C(C(=O)CCC2)C1c1cc2c(cc1Br)OCO2 (stereo not drawn)
0%	CN(C)C(=O)c1ccc(NC(=O)c2cccc(S(=O)(=O)N3CCCCCC3)c2)cc1
-11%	CC(C)[C@H](NC(=O)c1ccc(C(C)(C)C)cc1)C(=O)N1CCN(Cc2ccc3c(c2)OCO3)CC1
5%	Cc1ccc(C(=O)OCC(=O)NC2CCCCCC2)c(C)c1
-2%	COc1ccc(NC(=O)Nc2cccc3c2O[C@H](CN(C)S(=O)(=O)c2ccc(F)cc2)[C@@H](C)CN([C@H](C)CO)C3=O)cc1
8%	COc1ccccc1OCCn1cc(C(=O)C(C)C)c2ccccc21
4%	COc1cc(-c2cc(C(=O)Nc3ccncc3)c3ccccc3n2)cc(OC)c1OC
0%	O=C(CCC(=O)N1CCSc2ccccc21)Nc1cccc(F)c1
0%	CO/N=C(\c1ccccc1)c1cccnc1
-2%	COc1ccc(C(CNC(=O)c2cccc(NC(=O)c3cccs3)c2)N2CCCC2)cc1 (stereo not drawn)
2%	CCOc1ccc(NC(=O)CN2C(=O)NC3(CCCCCC3)C2=O)cc1
0%	O=C(NCC1CCCN1S(=O)(=O)c1cccs1)C(=O)Nc1cccc(F)c1 (stereo not drawn)
-7%	COc1ccc(C2c3cc(OC)c(OC)cc3CCN2C(=O)c2ccccc2Br)cc1OC (stereo not drawn)
2%	CC(C)(O)/C=C/C(=O)[C@](C)(O)C1[C@H](O)C[C@@]2(C)C3CC=C4C(C=C(O[C@@H]5O[C@H](CO)[C@@H](O)[C@H](O)[C@H]5O)C(=O)C4(C)C)[C@]3(C)C(=O)C[C@]12C (stereo partly drawn)
-2%	CC(C)c1ccc(S(=O)(=O)N2CCN(C(=O)C3CC3C)CC2)cc1 (stereo not drawn)
5%	CCN1C(=O)[C@H]2[C@H]3CN=C(SCc4ccc(C(=O)OC)cc4)N3[C@@](C)(C(=O)OC)[C@H]2C1=O
-19%	O=C(COC(=O)c1ccc(O)cc1O)Nc1ncc(Cl)cc1Cl
-3%	CNC(=O)c1ccsc1NC(=O)CCS(=O)(=O)c1ccc(F)cc1
3%	CCCCn1c(N)c(N(CCOC)C(=O)c2ccc(Cl)c(S(=O)(=O)N3CCCCC3)c2)c(=O)[nH]c1=O
-1%	Cc1ccnc(NC(=O)c2ccc(NS(=O)(=O)/C=C/c3ccccc3)cc2)c1
-3%	Cc1ccc(C(=O)NNC(=O)COc2ccc(Cl)cc2C)o1
-1%	CC(C)C[C@H](NC(=O)N1CCn2c1nc1ccccc12)C(=O)N[C@H](Cc1ccccc1)C(=O)O
-2%	COc1ccc(CCNC(=O)Cc2ccccc2)cc1OC
-5%	Cc1cc(OC(C)C(=O)NCC2CCC(C(=O)O)CC2)c2c(C)c(Cc3ccccc3)c(=O)oc2c1 (stereo not drawn)
-6%[2.29 µM]	Oc1ccc(N=Nc2ccc3ccccc3c2)cc1
-7%	Cc1ccc(NC(=O)c2nc[nH]c2C(=O)NCc2ccccc2)cc1
-11%	Cc1cccc(Nc2nc(-c3ccc(O)cc3O)cs2)n1
8%	CCOC(=O)C1=C(C)N(CCCCCC(=O)O)C(=O)NC1c1cccc([N+](=O)[O-])c1 (stereo not drawn)
6%	C=CC[C@H](CC(=O)NCCO)C(=O)N[C@@H](COC(=O)[C@@H](CC=C)Cc1ccc(F)cc1)Cc1ccccc1
0%	COc1ccc(C(C)=O)cc1COC(=O)CSC(C)C(=O)Nc1cc(C)on1 (stereo not drawn)
-4%[2.29 µM]	CCOc1c(C)cc(S(=O)(=O)NCc2cccnc2)c(C)c1C
-8%	CN(CC(=O)Nc1ccc(F)cc1)C(=O)COC(=O)CNC(=O)c1sc2ccccc2c1Cl
5%	C[C@@H](CSc1ccccc1)CN1CC[C@H](C(C)(C)C)CCC1=O
-8%	COC(=O)c1ccc2[nH]c(C3(O)CCCCC3)c(C)c2c1
-4%	CCOc1ccc(N(CC(=O)Nc2cccc(Br)c2)S(C)(=O)=O)cc1
1%	Cc1ccc([C@H]2C(C(=O)O)=CC[C@@H](c3ccc4c(c3)OCO4)N2S(=O)(=O)c2ccc(C)cc2)cc1
2%	CCCCn1c(N)c(N(CCOC)C(=O)c2cccc(S(=O)(=O)N(CC)c3ccccc3)c2)c(=O)[nH]c1=O
1%	CCCCC1CCc2[nH]nc(C(=O)O)c2C1 (stereo not drawn)

# Random excerpt: two entries already listed.
L3MBTL1 block	Structure
-7%	COc1ccc(C2c3cc(OC)c(OC)cc3CCN2C(=O)c2ccccc2Br)cc1OC (stereo not drawn)
3%	CCCCn1c(N)c(N(CCOC)C(=O)c2ccc(Cl)c(S(=O)(=O)N3CCCCC3)c2)c(=O)[nH]c1=O

# New compounds follow
L3MBTL1 block	Structure
-5%	Cc1cc(C)c(OCCOCCN2CCN(C)CC2)c(Cl)c1
6%	CCN(C[C@H]1N[C@@](Cc2ccccc2)(C(=O)OC)[C@H]2C(=O)N(C)C(=O)[C@@H]12)C(=O)c1ccc(C)cc1
4%	O=C(CN1C(=O)NC2(CCc3ccccc32)C1=O)Nc1ccccc1Cl (stereo not drawn)
1%	CC(NC(=O)C(NS(=O)(=O)c1cccs1)C(C)C)c1ccc(S(N)(=O)=O)cc1 (stereo not drawn)
2%	CC(C)[C@@H](C(=O)O)N(Cc1cccc(CN([C@H](C(=O)O)C(C)C)S(C)(=O)=O)c1)S(C)(=O)=O
7%	COc1ccc(-n2cnnc2SCC(=O)NC2CCCCC2)cc1
-6%	CC[C@@H](C)[C@H](CNC)NC[C@@H](Cc1cccc2ccccc12)NCCc1cccc(C(F)(F)F)c1
96%[activator]	Cc1cccc(N2C(=O)c3cccc4c(N)ccc(c34)C2=O)c1
-2%	CN(C)c1ccc(S(=O)(=O)N2CCCCC2)cc1NC(=O)CCNC(=O)c1ccco1
-6%	CCC(=O)N1c2ccc(S(=O)(=O)CCC(=O)N3CCN(c4ccccc4F)CC3)cc2CC1C (stereo not drawn)
-2%	O=C(OCC(=O)N1CCN(Cc2ccccc2)CC1)c1cc(Cl)ccc1[N+](=O)[O-]
-3%[2.29 µM]	O=C(Nc1cccc(C(F)(F)F)c1)c1sc(Cl)nc1C(F)(F)F
9%	CCc1ccc(NC(=O)c2ccc(-n3cncn3)c([N+](=O)[O-])c2)cc1
-4%	Cc1cccc(N2CCN(C(=O)CN3C(=O)NC(C)(C4CC4)C3=O)CC2)c1C (stereo not drawn)
1%	O=C(COC(=O)c1ccc(O)cc1)c1ccc2c(c1)OCCO2
-10%	O=C1CN(C(=O)COc2ccccc2Cl)c2ccccc2N1
0%	CCOC(=O)c1ccc(S(=O)(=O)N2CCC(C(=O)NCc3ccccc3OC)CC2)cc1
-2%	COC(=O)c1ccc(NC(=S)NC(=O)c2cccnc2)cc1
6%	CCN(CC)CCNC(=O)c1sc2nc(-c3ccccc3)cn2c1C
2%	O=C(/C=C/CCc1ccc2c(c1)OCO2)N1CCCCC1
-6%[2.29 µM]	O=C1C(=O)N(c2ccccn2)C(c2ccc(F)cc2)/C1=C(/O)c1ccc(Br)cc1 (stereo not drawn)
1%	COc1cc(NC(=O)c2ccc3c(c2)S(=O)(=O)N=C2CCCCCN23)cc(OC)c1
-1%	COc1cc(Cl)c(C)cc1NC(=O)CC1SC(N2CCOCC2)=NC1=O (stereo not drawn)
6%&-7%	NC(=O)C1CCN(c2nc(-c3cc4ccccc4o3)cs2)CC1
-1%[2.29 µM]	CCN(CC)C(=O)c1ccc(CS(=O)(=O)c2ccc(Br)cc2)cc1
1%	COc1ccccc1CNC(=O)COC(=O)CCN=C1NS(=O)(=O)c2ccccc21
9%	CC(=O)c1cccc(NC(=O)COC(=O)CC2CC3CCC2C3)c1 (stereo not drawn)
-14%	O=[N+]([O-])c1ccccc1/C=C/c1ccc2ccccc2n1
34%[activator][2.29 µM]	COc1cccc(N(CC(=O)N2CCOCC2)S(C)(=O)=O)c1
13%	COc1ccc(/C=C/C(=O)OCC(=O)NCCc2ccccc2)c(OC)c1
-9%	COc1ccccc1NC(=O)Nc1nc(CC(=O)Nc2cc(F)ccc2F)cs1
1%	COc1ccc(C(=O)/C=C/c2cccnc2)c(OC)c1
-2%	O=C(O)C1CCCN1S(=O)(=O)c1cccc(S(=O)(=O)N2CCCC2C(=O)O)c1 (stereo not drawn)
3%	CN(CC(=O)Nc1ccc(OC(F)(F)F)cc1)C(=O)Cc1cccs1
-10%	CCOC(=O)c1nn(-c2ccc(C)cc2)c(=O)cc1OCC(=O)Nc1cccc(OC)c1
-2%	O=C(NCCCn1ccnc1)c1ccccc1F
6%	Cn1c(-c2ccccc2)cc2onc(-c3ccccc3)c2c1=O
-6%	Cn1nnnc1Sc1ncnc2scc(-c3cc4ccccc4o3)c12
-4%	CC(=O)NCCC(=O)N(C)CC1CCN(CCc2cccc(C(F)(F)F)c2)CC1
8%	CC1O[C@H](OC2C(COC3OC(CO)C(O)[C@H](O)C3O)OC(OC3CC[C@]4(C)C(CC[C@@]5(C)[C@@H]4C=C[C@]46OC[C@@]7(CCC(C)(C)C[C@H]74)C(O)C[C@@]56C)C3(C)C)C(O)C2O)C(O)C(O)C1O (stereo partly drawn)

# The list goes on; it opens with the 6 that closed the last part.
L3MBTL1 block	Structure
-10%	CCOC(=O)c1nn(-c2ccc(C)cc2)c(=O)cc1OCC(=O)Nc1cccc(OC)c1
-2%	O=C(NCCCn1ccnc1)c1ccccc1F
6%	Cn1c(-c2ccccc2)cc2onc(-c3ccccc3)c2c1=O
-6%	Cn1nnnc1Sc1ncnc2scc(-c3cc4ccccc4o3)c12
-4%	CC(=O)NCCC(=O)N(C)CC1CCN(CCc2cccc(C(F)(F)F)c2)CC1
8%	CC1O[C@H](OC2C(COC3OC(CO)C(O)[C@H](O)C3O)OC(OC3CC[C@]4(C)C(CC[C@@]5(C)[C@@H]4C=C[C@]46OC[C@@]7(CCC(C)(C)C[C@H]74)C(O)C[C@@]56C)C3(C)C)C(O)C2O)C(O)C(O)C1O (stereo partly drawn)
5%	COc1ccc(C(=O)NCCCn2nc(C)cc2C)cc1S(=O)(=O)N1CCOCC1
2%	COC(=O)CCC(NS(=O)(=O)OCC(Cl)(Cl)Cl)c1ccccc1 (stereo not drawn)
-2%	CC1Cc2ccccc2N1C(=O)COC(=O)c1ccccc1NCCO (stereo not drawn)
-5%	C[C@H](CCC(=O)NCC(=O)O)[C@H]1CC[C@H]2C3[C@H](O)C[C@@H]4C[C@H](O)CC[C@]4(C)[C@H]3C[C@H](O)[C@]12C (stereo partly drawn)
5%	CCN(CC(=O)NCc1ccc(Cl)cc1)C(=O)CCOc1ccccc1C
1%	CCc1ccc(NC(=O)CC2C(=O)N(c3ccc(OC)cc3)C(=O)N2CCOC)cc1 (stereo not drawn)
7%	Cn1nc(C(=O)NNC(=O)CCOc2ccc(C(C)(C)C)cc2)c2ccccc2c1=O
6%	Oc1ccc(C[C@H]2CNCCN2CC2(c3ccccc3)CC2)cc1
1%	CCn1c(SCc2ccccc2)nc2c1c(=O)[nH]c(=O)n2C

# Assay outcomes as filed in PubChem.

# Some of the compounds tested; the hit share may differ from the screen's.
